Bioassay records: PubChem, National Center for Advancing Translational Sciences (NCATS)
FBPA coupling cs – coupling enzyme interference in Giardia aldolase counter-screen | coupling enzyme system counterscreen, AmpLite Red fluorescence | activity change, negative = inhibition, % at 58.2 µM, hits read low | 290,000 tested, 0.67% active | AID 2472; in the data active = activity change below about -30%; also: % is scaled to controls: 0 for no effect and ±100 for the full control effect
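Coupling enzymes only (glyceraldehyde-3-phosphate) + compound, at 57.5 uM final, 10 min RT; add substrate/coupling/AmpLite Red mix, 20 min RT; fluorescence ex 525/em 598 nm. Actives flag coupling-system interference.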
KCNH2 3.1 inh – KCNH2 3.1 (human) potassium channel inhibition | U2OS KCNH2 3.1, thallium flux FluxOr; stronger effect = lower value | AID 720553 | 340,000 tested, 0.95% active | activity change, % (tested at about 1.8 µM);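 active = maximum activity change below -70%; inconclusive = maximum activity change from -70% to -50%; inactive = maximum activity change above -50%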;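 also: thallium influx rate constant from kinetic fluorescence after stimulation buffer; % is scaled to controls: 0 for no effect and ±100 for the full control effect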
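Kinetic fluorescence (2 min after stimulation buffer) measures Tl+ influx through KCNH2 3.1 expressed by viral transduction in U2OS cells; the rate constant is normalized against DMSO controls serving as positive and negative references.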
A-T KAP1 phos – potential ataxia-telangiectasia treatments restoring KAP-1 phosphorylation. Potency, µM (titrated, usually from 57.5 µM), without a hit: top-dose activation, usual class: activators. 320,000 tested, 0.19% active. […] A-T fibroblasts, KAP-1 phosphorylation AlphaLISA; neocarzinostatin DNA damage 30 min before lysis; also: potency is read from the fitted curve at half-maximal effect; % of control where 0% means no effect; nearly all actives have a fitted effect of over 45% in size
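hTERT-immortalized A-T patient fibroblasts ([…]), 500 cells/well in OPTI-MEM, 1% FBS, got compounds for 60 min, then NCS for 30 min at 37C. Lysates were then assayed for phospho-KAP-1 by AlphaLISA (anti-pKAP1 donor, anti-KAP1 acceptor beads), 6 hr at 25C.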
MBNL1 CUG block – blocks human MBNL1 binding to CUG repeat RNA. Q9NR56. TR-FRET MBNL1-His/biotin-(CUG)12 binding, 665/545 ratio. Potency, µM (series often up to 57.5 µM), for inactives: top-dose activity change, negative = inhibition, usual class: inhibitors. 280,000 tested, 0.036% active. AID 2675; active = well fitted inhibition curve with a large enough effect in the signal ratio, with a control signal flat, not every such curve was filed as active; inconclusive = small, poorly fitted or top-dose-only effect, or effect the other way, or a change in a side signal; inactive = no such curve, though single readings can be large or run the other way; the % refers to the signal ratio; also: potency is read from the fitted curve at half-maximal effect; % is scaled to controls: 0 for no effect and ±100 for the full control effect
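Inhibition of protein-RNA binding appears as loss of TR-FRET between terbium anti-His antibody on MBNL1-His and streptavidin-XL665 on biotin-(CUG)12. Activity is normalized to buffer-only and uninhibited-complex controls.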
GALK inh – blocks human galactokinase activity; 270,000 tested, 0.007% active; Potency, µM (doses to about 57.5 µM), for the others: top-dose activity change, negative = inhibition, actives largely listed as inhibitors; Purified GALK, Kinase-Glo residual ATP luminescence; AID 1868; P51570; also: potency is read from the fitted curve at half-maximal effect; % is scaled to controls: 0 for no effect and ±100 for the full control effect
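ATP-depletion format; final 35 uM ATP, 100 uM D-galactose, 5 nM enzyme; pH 8.0 HEPES/Mg2+ buffer; 60 min RT; luminescence read 10 min after detection reagent.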
CXXC DNA block – blocks binding of human MLL CXXC domain to DNA. Q03164. MLL-CXXC / FITC-HOXA9 DNA fluorescence polarization. Potency, µM (doses to about 115 µM), for the others: at the top dose activity change, negative = inhibition, usual class: inhibitors. 290,000 tested, 0.037% active. AID 2662; active = well fitted inhibition curve with a large enough effect in the polarisation, with a control signal flat, not every such curve was filed as active; inconclusive = small, poorly fitted or top-dose-only effect, or effect the other way, or a change in a side signal; inactive = no such curve, though single readings can be large or run the other way; the % refers to the polarisation; also: potency is read from the fitted curve at half-maximal effect
Target sequence (Q03164 whole entry, looked up, the tested form may be a part): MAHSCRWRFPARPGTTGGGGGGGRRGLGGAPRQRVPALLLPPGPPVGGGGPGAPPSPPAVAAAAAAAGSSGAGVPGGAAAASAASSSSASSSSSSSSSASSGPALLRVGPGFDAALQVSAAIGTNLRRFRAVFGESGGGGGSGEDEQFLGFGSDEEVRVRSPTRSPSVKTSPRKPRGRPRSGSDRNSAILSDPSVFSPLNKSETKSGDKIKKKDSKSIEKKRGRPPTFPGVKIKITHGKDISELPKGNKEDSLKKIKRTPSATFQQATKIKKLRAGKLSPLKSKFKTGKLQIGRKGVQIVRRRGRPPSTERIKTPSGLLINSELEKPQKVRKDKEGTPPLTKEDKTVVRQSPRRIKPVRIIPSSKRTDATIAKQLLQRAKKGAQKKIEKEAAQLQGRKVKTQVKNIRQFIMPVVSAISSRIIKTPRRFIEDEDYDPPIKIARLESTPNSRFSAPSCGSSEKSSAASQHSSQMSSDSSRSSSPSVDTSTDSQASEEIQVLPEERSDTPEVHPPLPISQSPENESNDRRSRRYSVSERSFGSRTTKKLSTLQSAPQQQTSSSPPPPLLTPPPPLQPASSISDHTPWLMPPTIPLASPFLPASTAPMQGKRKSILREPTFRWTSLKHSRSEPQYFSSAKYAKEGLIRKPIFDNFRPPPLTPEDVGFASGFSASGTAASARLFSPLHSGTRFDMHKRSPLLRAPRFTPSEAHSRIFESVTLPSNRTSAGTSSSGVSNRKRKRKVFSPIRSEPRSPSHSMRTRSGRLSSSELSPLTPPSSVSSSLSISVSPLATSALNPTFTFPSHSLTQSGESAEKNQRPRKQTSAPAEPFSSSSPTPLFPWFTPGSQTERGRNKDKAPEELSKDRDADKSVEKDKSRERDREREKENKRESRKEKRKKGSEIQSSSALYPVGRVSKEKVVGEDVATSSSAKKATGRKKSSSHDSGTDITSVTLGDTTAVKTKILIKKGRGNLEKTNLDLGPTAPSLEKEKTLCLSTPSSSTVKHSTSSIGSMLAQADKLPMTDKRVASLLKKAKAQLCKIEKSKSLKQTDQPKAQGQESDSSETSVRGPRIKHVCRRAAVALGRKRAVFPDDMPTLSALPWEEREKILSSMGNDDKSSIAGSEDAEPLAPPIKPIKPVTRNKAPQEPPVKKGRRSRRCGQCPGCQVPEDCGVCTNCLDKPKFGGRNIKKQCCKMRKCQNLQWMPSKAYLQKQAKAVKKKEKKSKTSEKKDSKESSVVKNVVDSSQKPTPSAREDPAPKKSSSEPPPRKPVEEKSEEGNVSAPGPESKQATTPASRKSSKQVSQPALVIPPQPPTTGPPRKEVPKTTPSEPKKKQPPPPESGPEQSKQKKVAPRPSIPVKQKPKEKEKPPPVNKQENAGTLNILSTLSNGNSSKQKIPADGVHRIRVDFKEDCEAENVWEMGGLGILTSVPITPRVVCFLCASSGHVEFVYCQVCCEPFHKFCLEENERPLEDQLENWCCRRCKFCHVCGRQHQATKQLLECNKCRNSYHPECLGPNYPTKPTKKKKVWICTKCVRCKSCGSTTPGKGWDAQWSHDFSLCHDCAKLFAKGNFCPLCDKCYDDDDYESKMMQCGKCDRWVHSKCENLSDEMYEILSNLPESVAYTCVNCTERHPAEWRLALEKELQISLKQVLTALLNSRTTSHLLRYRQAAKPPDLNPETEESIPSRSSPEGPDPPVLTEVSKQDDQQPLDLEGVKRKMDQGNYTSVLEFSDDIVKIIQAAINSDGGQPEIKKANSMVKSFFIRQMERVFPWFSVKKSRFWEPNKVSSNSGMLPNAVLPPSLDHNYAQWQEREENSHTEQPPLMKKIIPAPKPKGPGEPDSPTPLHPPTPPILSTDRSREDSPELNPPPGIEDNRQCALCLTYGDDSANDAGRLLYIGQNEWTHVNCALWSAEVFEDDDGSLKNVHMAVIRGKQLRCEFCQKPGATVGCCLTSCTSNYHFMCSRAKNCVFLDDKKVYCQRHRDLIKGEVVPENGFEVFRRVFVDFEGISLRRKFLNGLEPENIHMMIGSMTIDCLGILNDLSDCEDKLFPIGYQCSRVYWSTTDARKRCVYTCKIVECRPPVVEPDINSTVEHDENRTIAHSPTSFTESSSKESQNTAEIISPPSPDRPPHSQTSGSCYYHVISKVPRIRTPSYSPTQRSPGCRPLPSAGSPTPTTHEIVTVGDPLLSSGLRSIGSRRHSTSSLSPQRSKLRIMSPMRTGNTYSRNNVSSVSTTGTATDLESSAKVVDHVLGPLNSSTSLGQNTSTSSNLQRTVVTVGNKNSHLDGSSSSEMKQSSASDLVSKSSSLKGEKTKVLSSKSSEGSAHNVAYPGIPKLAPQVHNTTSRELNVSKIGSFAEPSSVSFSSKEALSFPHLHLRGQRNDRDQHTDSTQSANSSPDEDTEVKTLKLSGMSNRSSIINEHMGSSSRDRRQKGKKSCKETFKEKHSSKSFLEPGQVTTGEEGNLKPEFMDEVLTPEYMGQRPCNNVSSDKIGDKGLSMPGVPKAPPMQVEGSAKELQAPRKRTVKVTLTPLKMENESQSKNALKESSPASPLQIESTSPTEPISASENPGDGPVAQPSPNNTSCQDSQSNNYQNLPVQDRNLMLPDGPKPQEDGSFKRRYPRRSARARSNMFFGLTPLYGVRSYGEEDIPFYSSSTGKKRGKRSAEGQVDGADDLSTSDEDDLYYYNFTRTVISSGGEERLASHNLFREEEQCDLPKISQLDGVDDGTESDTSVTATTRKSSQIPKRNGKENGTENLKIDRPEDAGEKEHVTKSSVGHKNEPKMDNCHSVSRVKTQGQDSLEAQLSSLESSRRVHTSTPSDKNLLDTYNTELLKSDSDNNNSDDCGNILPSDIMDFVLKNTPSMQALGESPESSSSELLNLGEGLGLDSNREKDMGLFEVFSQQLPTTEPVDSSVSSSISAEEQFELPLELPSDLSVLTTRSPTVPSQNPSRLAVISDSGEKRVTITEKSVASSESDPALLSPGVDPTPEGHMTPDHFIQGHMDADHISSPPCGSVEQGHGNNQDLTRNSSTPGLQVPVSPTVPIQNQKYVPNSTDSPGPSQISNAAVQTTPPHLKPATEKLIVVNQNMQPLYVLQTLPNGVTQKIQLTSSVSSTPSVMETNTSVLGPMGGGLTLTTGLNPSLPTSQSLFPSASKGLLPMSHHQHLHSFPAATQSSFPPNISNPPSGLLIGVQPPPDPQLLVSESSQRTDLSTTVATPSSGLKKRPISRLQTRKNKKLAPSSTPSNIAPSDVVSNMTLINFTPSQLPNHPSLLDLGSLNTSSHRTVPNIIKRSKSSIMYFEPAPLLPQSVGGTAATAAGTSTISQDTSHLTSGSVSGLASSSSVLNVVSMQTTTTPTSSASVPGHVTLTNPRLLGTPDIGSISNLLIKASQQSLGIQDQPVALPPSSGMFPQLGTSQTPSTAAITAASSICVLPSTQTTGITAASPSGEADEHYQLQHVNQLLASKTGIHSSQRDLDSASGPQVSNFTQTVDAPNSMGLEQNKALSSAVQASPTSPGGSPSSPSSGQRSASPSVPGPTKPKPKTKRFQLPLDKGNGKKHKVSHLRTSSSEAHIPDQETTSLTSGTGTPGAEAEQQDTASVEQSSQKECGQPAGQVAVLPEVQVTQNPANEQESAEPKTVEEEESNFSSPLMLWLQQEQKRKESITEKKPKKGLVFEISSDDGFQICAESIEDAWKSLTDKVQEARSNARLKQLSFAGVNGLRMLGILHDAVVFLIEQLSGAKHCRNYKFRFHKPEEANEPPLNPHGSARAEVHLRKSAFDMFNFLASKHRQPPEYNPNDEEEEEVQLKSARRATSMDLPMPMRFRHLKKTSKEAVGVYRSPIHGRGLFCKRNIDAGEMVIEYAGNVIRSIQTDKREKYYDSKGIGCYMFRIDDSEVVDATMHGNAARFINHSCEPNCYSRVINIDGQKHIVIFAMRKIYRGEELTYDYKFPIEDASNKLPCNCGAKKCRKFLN
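Fluorescence polarization: 7 uM MLL-CXXC (stock) preincubated 5 min with compounds, then 50 nM fluorescein-HOX-A9 DNA (stock) added; 30 min ambient. Buffer 50 mM Tris-HCl pH 7.5, 50 mM NaCl, 1 mM DTT, 0.05% BSA.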
a7 integrin act – activates integrin-mediated alleviation for muscular dystrophy | alpha7betagal myoblasts, beta-gal FDG fluorescence, 48 h | Potency, µM (titrated, usually from 38.3 µM), inactives show top-dose activation, usual class: activators | 350,000 tested, 0.064% active;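 also: potency is read from the fitted curve at half-maximal effect; 100% = response of the positive control SU9516; nearly all actives have a fitted effect of over 60% in size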
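alpha7betagal+/- myoblasts (passage 13, 250/well) treated 48 h at 37C with compounds at 1:260 dilution of DMSO stock. Lysed, then beta-galactosidase activity read as FDG fluorescence (ex 480/em 540) after 30 min, with pre-read for autofluorescence.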
TRPV1 agonist – activates the human vanilloid receptor TRPV1; Q8NER1; TRPV1-expressing cells, Fluo-8 calcium influx, agonist mode; activation, % at 8.33 µM; 320,000 tested, 0.19% active; AID 540275; in the data active = activation above about 80%; inconclusive = between about 30% and that limit; also: 0% is about no effect
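Fluo-8 calcium influx in TRPV1-expressing cells, kinetic read (ex 480/em 520 nm). Compound added and read 3 min for agonist activity, followed by capsaicin at EC20 final and 2 min further read for enhancement.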
ASM inhibitor – inhibitors of human secretory acid sphingomyelinase; P17405; placental ASM, HMU-PC fluorogenic substrate, 60 min; Potency, µM (doses to about 57.5 µM), for inactives: at the highest dose activity change, negative = inhibition, usual class: inhibitors; 340,000 tested, 0.006% active; AID 504937; also: potency is read from the fitted curve at half-maximal effect
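Human placenta-derived ASM enzyme was preincubated with compound for 10 minutes at room temperature, then given fluorogenic substrate HMU-PC0 (9 uM final) for 60 minutes at 37 °C; a pH 10 stop preceded fluorescence reading at Ex 386/Em 447 nm.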
hERG WT inh – inhibitors of human wildtype KCNH2 potassium channel; Q12809; U2OS, BacMam KCNH2, thallium flux FluxOr; stronger effect = lower value; activity change, % at 1.84 µM; 340,000 tested, 0.37% active; AID 720551;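 active = maximum activity change below -70%; inconclusive = maximum activity change between -70% and -50%; inactive = maximum activity change above -50%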; also: % is scaled to controls: 0 for no effect and ±100 for the full control effect
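U2OS cells transduced with wild-type KCNH2 virus are loaded with FluxOr dye for 45 min, and thallium flux is measured in kinetic reads before and after stimulation buffer. Rate constants are normalized to DMSO controls.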
* = called active by the depositor; ? = inconclusive; / = no result given; [ ] = remark or other dose. Unless noted, calls follow the shape of the dose curve; as a rule, active = well fitted curve in the direction sought with a large enough effect; inconclusive = small, poorly fitted or top-dose-only effect, or another doubt; inactive = no such curve, though single readings can be large; an effect the other way counts as inactive or inconclusive.

SMILES	FBPA coupling cs	KCNH2 3.1 inh	A-T KAP1 phos	MBNL1 CUG block	GALK inh	CXXC DNA block	a7 integrin act	TRPV1 agonist	ASM inhibitor	hERG WT inh
COc1ccc(C)cc1NC(=O)CNC(=O)[C@@H]1Cc2ccccc2CN1	0	2	-5%	1%	-3%	-5%	30%	2	-3%	5
Cc1nn2c(NCC(C)C)c3c(nc2c1-c1ccccc1)CCC3	-3	18	-3%	11%	0%	4%	18%	18	1%	6
COc1ccc(S(=O)(=O)N(C)c2ccc(C(=O)NCc3ccco3)cc2)cc1OC	/	8	3%	4%	-4%	-2%	-20%	2	-4%	6
Cc1cnc(C(=O)OC(C)C(=O)Nc2ccc(Oc3ccccc3)cc2)cn1 (configuration not stated)	/	5	0%	/	/	/	-20%	0	-2%	-8
O=C(NCCN1CCCCC1)Nc1ccc([N+](=O)[O-])cc1	0	-32	-1%	?	2%	2%	10%	2	-1%	34
Cc1csc(NC(=O)C2CCCCC2)n1	1	-1	-4%	-6%	0%	-6%	16%	0	-1%	-15
O=C(c1cc2ccccc2oc1=O)N1CCOCC1	0	0	0%	3%	1%	-3%	-33%	3	4%	-14
Nc1nnc(N)c2ccccc12	5	2	2%	/	11%	-1%	8%	1	9%	-10
CCc1c(C)nc(N)n2c(SCC(=O)N3CCCC(C)C3)nnc12 (configuration not stated)	4	7	11%	-2%	4%	-9%	38%	3	3%	-15
O=C(O)CSc1ccc2nnc(-c3cccnc3)n2n1	2	0	4%	2%	-1%	-9%	5%	-1	5%	-1
CN(Cc1ccc(F)cc1)S(=O)(=O)c1nnc(NC(=O)c2ccccc2)s1	-3	-2	11%	20%	-6%	9%	-12%	6	1%	7
COc1ccc(NC(=S)N2CCN(c3ncccn3)CC2)c(OC)c1	-1	13	3%	2%	0%	15%	4%	-15	3%	-1
O=C(Nc1ccc(N2CCOCC2)cc1)c1ccncc1	2	14	0%	-5%	0%	-1%	16%	7	0%	6
COc1ccc(C(=O)Nc2scc(-c3ccc(Cl)cc3Cl)c2C(N)=O)cc1	-5	-19	6%	42%[activator]	1%	27%	21%	-1	-3%	1
O=C(O)CCc1ccc(S(=O)(=O)Nc2ccc(OCc3ccccc3)cc2)cc1	10	-14	1%	1%	-1%	-6%	-36%	-4	-1%	4
O=C(COC(=O)/C=C/c1ccc(F)cc1)NC1CC1	/	0	-6%	/	/	/	25%	/	6%	-1
CC(=O)c1ccc2noc(-c3ccc(F)cc3)c2c1	-1	8	3%	?	1%	-12%	-6%	-2	80%[activator]	2
O=C(COC(=O)c1c2c(nc3ccccc13)CCCC2)Nc1ccc2c(c1)OCO2	-4	-7	4%	15%	10%	17%	-23%	0	-8%	-7
COc1ccc(Nc2cccccc2=O)cc1	0	4	-5%	?	-3%	3%	-1%	2	-15%	12
CCN(CC)S(=O)(=O)c1ccc(Cl)c(C(=O)OC2CC(C)OC2=O)c1 (configuration not stated)	-1	-1	0%	-1%	0%	-1%	-15%	6	2%	1
O=C(CN(Cc1cccs1)C(=O)CNS(=O)(=O)c1ccc(F)cc1)NCC1CCCO1 (configuration not stated)	0	-15	5%	3%	-1%	-7%	-28%	0	3%	-1
COC(=O)c1c(NC(=O)COc2ncnc3ccccc23)sc(C)c1C	4	-13	-4%	-14%	-2%	-4%	-15%	-4	-11%	9
Cc1ccc(OCc2nc3ccccc3n2C)cc1	0	3	5%	-1%	4%	5%	31%	?	2%	4
C/C=C\C=C/C(=O)Nc1cccc(C2=NOC3(C2)C[C@@H](C(N)=O)N(C(=O)/C=C/C=C\C)C3)c1 (some centres not stated)	-9	-4	?	17%	-2%	9%	7%	1	0%	-7
O=C(NCc1ccc(F)cc1)C1CC(=O)N(C2CCCCC2)C1 (configuration not stated)	2	19	-7%	4%	-7%	-1%	-10%	13	4%	0
CCn1c2c(c3ccc(OC)cc31)CCCC2=O	-6	5	2%	?	0%	5%	-1%	9	1%	-4
Cc1cccc(CNCc2ccccc2)c1	3	0	4%	/	2%	9%	-10%	11	1%	0
CC(=O)C1=C(O)C(CSCc2ccccc2)N(C)C1=O (configuration not stated)	/	-5	/	/	/	/	0%	/	0%	-11
COC(=O)C1=C(C(=O)c2ccccc2)C(c2ccc(O)c(OC)c2)n2nnnc2N1 (configuration not stated)	2	7	1%	2%	0%	?	21%	0	5%	-9
NC(=O)c1cc(C(=O)c2ccc(Cl)cc2Cl)c[nH]1	0	-22	0%	0%	0%	1%	12%	5	5%	1
COc1cc(/C=N/NC(=O)CN2CCCCC2)ccc1OCc1ccc(Br)cc1	-1	-90*	1%	/	2%	?	-5%	2	-12%	27
Cc1cc(=O)oc(C)c1C(=O)NCc1ccc(F)cc1	-2	5	-1%	6%	0%	-5%	0%	1	-3%	-6
Cc1ccc(NC(=O)c2ccc(Cl)c(N3C(=O)CCC3=O)c2)cc1	/	8	6%	3%	-3%	-7%	15%	6	0%	35
CC1CCc2c(sc3nc(CN4CCOCC4)nc(N4CCc5ccccc5C4)c23)C1 (configuration not stated)	-1	-21	1%	12%	-2%	11%	1%	?	-5%	1
O=C(C1CCC(CNc2c(N3CCCCC3)c(=O)c2=O)CC1)N1CCc2ccccc2C1 (configuration not stated)	2	-3	1%	-7%	0%	-1%	-28%	6	-3%	0
CCSc1cc(Cl)nc(N)n1	2	5	3%	-6%	5%	0%	5%	4	3%	7
COc1ccccc1N1CCN(C(c2cccs2)C(C)NS(=O)(=O)c2ccccc2)CC1 (configuration not stated)	0	-17	7%	-2%	-2%	7%	23%	1	-2%	-3
Oc1ccc(C(c2nnnn2CCc2ccccc2)N2CCN(c3nc4ccccc4s3)CC2)cc1 (configuration not stated)	-3	-4	-11%	-6%	-2%	12%	7%	1	-21%	14
Cc1cccc(NC(=O)CN(C)S(=O)(=O)c2ccc(Cl)cc2)n1	0	-11	6%	3%	2%	-11%	-2%[7.66 µM]	-2	-2%	8
COC(=O)N1CCN(S(=O)(=O)c2ccc(F)cc2)CC1	6	-6	/	-5%	0%	22%	10%	-1	3%	-3
COc1cc(/C=N/O)cc(Br)c1OCc1ccc(Cl)cc1	-7	4	5%	6%	2%	8%	23%	1	-28%	3
O=C(O)c1cc(Br)ccc1NS(=O)(=O)c1cccc2nsnc12	10	5	0%	?	-3%	-18%	11%	3	11%	12
COc1ccc(NC(=O)Cn2nnc(C(=O)NCc3ccc(C)cc3)c2N)cc1Cl	2	-8	3%	-4%	6%	4%	19%	1	1%	-4
COc1ccc2c(=O)c3ccccc3oc2c1	-1	4	9%	9%	/	-4%	-2%	16	-3%	16
N#C/C(=C(/O)CN1C(=O)c2ccccc2C1=O)c1nc2ccccc2[nH]1	5	1	10%	6%	2%	11%	16%	-1	-5%	6
COc1ccc(CNC(=O)Cc2ccc(NC(=O)C3=C(C)OCCS3)cc2)cc1	/	-1	-1%	0%	1%	16%	-16%	2	-5%	1
O=C1OC(Cc2ccccn2)C(O)=C1C1=NCCCCN1 (configuration not stated)	1	5	7%	-8%	4%	1%	1%	-4	4%	-2
CCc1sc(C(=O)N2CCc3ccccc32)cc1C	-5	-24	22%	0%	11%	5%	1%	29	-2%	/
Cc1nccn1CCc1nc(N)nc(N)n1	0	10	11%	?	0%	-6%	-20%[7.66 µM]	-3	3%	-2
Cc1ccccc1S(=O)(=O)Cc1ccc(C(=O)NCCCN(C)Cc2ccccc2)o1	1	-14	11%	4%	-2%	1%	24%	-1	2%	6
COc1ccc(CC(=O)NCC2(N3CCCCC3)CCCCC2)cc1	4	?	0%	-9%	0%	8%	-46%[inhibitor]	3	7%	24
CCOc1ccc(NC(=O)CSc2nc3nc(C)cc(C)n3n2)cc1	-3	17	1%	-2%	-5%	3%	3%	-4	-1%	-16
CC(C)(C)n1nc2c(c1NC(=O)COc1ccc(F)cc1)CS(=O)(=O)C2	/	9	6%	1%	-4%	0%	29%	1	6%	6
CS(=O)(=O)c1ccc(C(=O)OCc2nnc(-c3ccc(Cl)cc3)o2)cc1[N+](=O)[O-]	3	5	-5%	?	3%	2%	-60%[inhibitor]	2	-3%	-8

Profiles, quoted from the list. Screens in order: FBPA coupling cs	KCNH2 3.1 inh	A-T KAP1 phos	MBNL1 CUG block	GALK inh	CXXC DNA block	a7 integrin act	TRPV1 agonist	ASM inhibitor	hERG WT inh
`Cc1ccccc1S(=O)(=O)Cc1ccc(C(=O)NCCCN(C)Cc2ccccc2)o1` in the list: 1	-14	11%	4%	-2%	1%	24%	-1	2%	6
`COc1ccc(CC(=O)NCC2(N3CCCCC3)CCCCC2)cc1` in the list: 4	?	0%	-9%	0%	8%	-46%[inhibitor]	3	7%	24
